Assay outcomes: PubChem BioAssay, several laboratories
DNA FID counter: counter-screen for HCV NS3 helicase inhibitors: DNA intercalator displacement; 290,000 compounds, 0.17% hits; DNA fluorescent intercalator displacement, fluorescence; inhibition, % at 7.9 µM; in the data active = inhibition above about 37%;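 note: 0% = vehicle and 100% = reference compound; higher means more ethidium bromide displaced from hairpin DNA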
MEKK2 WT-MEK5: raises or lowers MEK5 binding to wildtype human MEKK2 PB1 domain; bead flow cytometry, Alexa488-MEK5 binding to MEKK2 WT; actives lie on both sides; binding response (% of control), % at 10 µM; 290,000 compounds, 1.1% hits; AID 1531; in the data active = binding response below about 67% or above about 130%
HCV NS3 hel inh: inhibitors of Hepatitis C virus NS3 helicase. NS3 helicase DNA unwinding, Cy5 molecular beacon fluorescence. 290,000 compounds, 0.56% hits. inhibition, % at 10.9 µM;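 active = inhibition above the mean of all tested compounds plus 3 SD, set per campaign, cut at about 35% in these data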;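 note: 0% = DMSO wells and 100% = thioflavine S control wells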
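Assay system: hepatitis C virus NS3 helicase domain fragment enzyme. Also added: annealed dual-labelled DNA beacon duplex, ATP-started. Timing: 1 h reaction at 25 °C, ATP-initiated. Technique: Cy5 fluorescence at 0 and 60 min, beacon hairpin quenching. Evaluation: % inhibition of unwinding. Replication: one well per compound.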
CRFBP-R2 agonist: agonists of human CRF-binding protein/CRF-R2 receptor complex. HEK293 CRF-R2/CRF-BP, calcium dye fluorescence (FLIPR); percent of saturating CRF peptide response. activation, % at 13.2 µM. 350,000 compounds, 0.46% hits. AID 588473;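 active = activation of at least 50%, plus an integration ratio under a set limit after plate pattern correction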;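 note: plate controls were neutral control wells without compound for no effect and CRF at EC100 for full effect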
UBC9 SUMO inh: inhibitors of human SUMOylation (UBC9); P63279; HTRF SUMOylation assay, SAE1/SAE2 + UBC9, in vitro; inhibition, % at 35 µM; 290,000 compounds, 0.36% hits; in the data active = inhibition above about 50%, passing the limit was not always enough; note: strong numbers were not always called active
Target sequence (P63279 whole entry, looked up): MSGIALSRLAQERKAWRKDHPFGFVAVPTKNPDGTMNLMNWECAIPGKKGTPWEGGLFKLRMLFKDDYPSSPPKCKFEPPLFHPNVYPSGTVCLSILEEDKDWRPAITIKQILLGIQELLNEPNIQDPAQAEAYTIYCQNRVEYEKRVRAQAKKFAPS
MEKK2mut PB1 HTS: signal of MEK5 binding to mutant human MEKK2 PB1 domain | AID 1530 | percent response, % at 10 µM | bead flow cytometry, Alexa488-MEK5 binding to MEKK2 mutant | 290,000 compounds, 0.35% hits; in the data active = percent response above about 24%, passing the limit was not always enough; note: inactives centre near 1; some results filed as inactive read as strong as hits; reference of the scale not given here
CRFR2-BP antag: blocks CRF-induced signaling of the CRF-BP/CRF-R2 complex; HEK293 CRF-R2/CRF-BP, CRF-induced calcium fluorescence; inhibition, % at 11.8 µM; 350,000 compounds, 0.59% hits; AID 588475;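 active = inhibition of the ligand-induced calcium signal above about 50% at the single tested concentration, limit read from the data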
GalR3 antagonist: blocks the human galanin receptor 3 | HEK293 GalR3-CNG cAMP membrane potential fluorescence; galR3 body fused to GalR1 C-terminus | 360,000 compounds, 0.44% hits | O60755 | inhibition, % at 3 µM;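 active = inhibition above the screen-wide average plus 3 SD, cut at about 13% in these data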;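 note: forskolin and galanin both at EC90 stimulate the cells; cAMP rise reported by CNG channel membrane potential dye signal; 0% = forskolin plus galanin with DMSO and 100% = forskolin alone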
Target sequence (O60755 1-299 limits assumed): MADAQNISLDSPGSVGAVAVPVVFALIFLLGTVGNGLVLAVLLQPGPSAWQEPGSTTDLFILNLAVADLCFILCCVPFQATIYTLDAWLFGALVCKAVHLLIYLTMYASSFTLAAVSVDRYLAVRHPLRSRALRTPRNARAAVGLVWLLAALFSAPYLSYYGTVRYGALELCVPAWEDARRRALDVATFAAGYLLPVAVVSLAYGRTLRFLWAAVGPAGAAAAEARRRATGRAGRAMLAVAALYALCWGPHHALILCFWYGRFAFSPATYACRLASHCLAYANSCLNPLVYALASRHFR
MEKK3 PB1 HTS: MEKK3-MEK5 PB1 interaction, increase or decrease. Q99759. bead-based flow cytometry, Alexa488-MEK5 binding to MEKK3; actives lie on both sides; 0 = blocked by unlabeled MEK5, 100 = vehicle. binding response (% of control), % at 10 µM. 290,000 compounds, 1.4% hits;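 active = binding response more than 3 SD above or below the average of its plate-row segment, actives on both sides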;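 note: Alexa488 bead fluorescence after subtracting the streptavidin-only scavenger bead signal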
Target sequence (Q99759 whole entry, looked up): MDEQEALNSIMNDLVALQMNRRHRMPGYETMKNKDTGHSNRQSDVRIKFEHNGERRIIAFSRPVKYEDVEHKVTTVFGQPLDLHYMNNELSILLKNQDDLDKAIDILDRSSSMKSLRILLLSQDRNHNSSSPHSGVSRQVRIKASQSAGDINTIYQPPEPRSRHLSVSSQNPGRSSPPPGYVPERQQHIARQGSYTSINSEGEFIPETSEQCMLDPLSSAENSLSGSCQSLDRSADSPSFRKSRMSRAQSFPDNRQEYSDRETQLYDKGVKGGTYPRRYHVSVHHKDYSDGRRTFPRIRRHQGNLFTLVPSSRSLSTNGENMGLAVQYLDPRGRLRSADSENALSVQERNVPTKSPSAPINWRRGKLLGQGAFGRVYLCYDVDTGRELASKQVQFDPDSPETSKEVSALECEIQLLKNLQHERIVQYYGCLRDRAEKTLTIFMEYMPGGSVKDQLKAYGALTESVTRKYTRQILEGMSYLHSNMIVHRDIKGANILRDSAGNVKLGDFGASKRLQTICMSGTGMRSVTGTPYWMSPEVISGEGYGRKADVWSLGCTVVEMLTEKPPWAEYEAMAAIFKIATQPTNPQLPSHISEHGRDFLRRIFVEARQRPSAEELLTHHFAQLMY
Starred values were filed as active, the others as inactive; / = not tested or not shown; [ ] = dose if it differs, or a comment. An excerpt (hit frequency here may not be typical).

smiles	DNA FID counter	MEKK2 WT-MEK5	HCV NS3 hel inh	CRFBP-R2 agonist	UBC9 SUMO inh	MEKK2mut PB1 HTS	CRFR2-BP antag	GalR3 antagonist	MEKK3 PB1 HTS
O=C(NCCN1CCCCC1)Nc1ccccc1F	-8	107	3	-0.7	4	6	2	-6	106
O=C(COC(=O)C1CCN(/C=C/C(=O)C(F)(F)F)CC1)Nc1cccc(F)c1	1	103	7	-0.6	-1	2	10	0	103
CCNC(=O)c1ccc(NS(=O)(=O)c2ccc3[nH]c(=O)[nH]c3c2)cc1	-15	99	3	-0.1	8	9	-3	-5	98
COc1ccc(OC)c(CN2CCN(C(=O)c3cc4ccccc4cc3O)CC2)c1	-17	108	-16	0.3	27	8	-5	-4	105
COc1cc2c(cc1OC)CN(C1CCCN(Cc3cc(Cl)ccc3O)C1)CC2 (centres undefined)	8	111	-17	-0.6	1	4	-7	-2	100
COc1ccc(/C=C(\NC(=O)c2ccc([N+](=O)[O-])cc2)C(=O)NCCCn2ccnc2)cc1	16	111	-17	-0.3	8	10	5	-3	108
CC(=O)NC(NC(=S)Nc1c(C)n(C)n(-c2ccccc2)c1=O)C(Cl)(Cl)Cl (centres undefined)	-3	102	5	0.4	0	6	-2	-2	100
COC(=O)Cc1ccc(OCc2ccc(Cl)nc2)cc1	-13	101	7	-1.4	3	-4	6	-4	100
CC(C)c1ccc(NC(=O)N2CCc3ccccc3C2)cc1	-17	95	4	-1.1	-11	-4	-17	-6	97
O=C(OCC(=O)N1CCCc2ccccc21)c1ccc(Cl)nc1	-12	102	-1	0.4	-6	4	-24	2	101
Cc1nc(NNC(=O)c2ccc(Cl)cc2Cl)cc(-c2ccccc2)n1	-9	104	-3	-0.2	-3	8	9	-3	104
CCOCCCN(C(=O)c1ccco1)C(C(=O)NC1CCCC1)c1ccc(OC)cc1 (centres undefined)	-30	98	-8	-0.7	6	-5	4	-10	101

Continuation:
smiles	DNA FID counter	MEKK2 WT-MEK5	HCV NS3 hel inh	CRFBP-R2 agonist	UBC9 SUMO inh	MEKK2mut PB1 HTS	CRFR2-BP antag	GalR3 antagonist	MEKK3 PB1 HTS
CCOC(=O)C1CCN(S(=O)(=O)c2c(C)[nH]c(C)c2C(=O)N2CCCC2)CC1	-11	103	-1	2.1	6	10	0	-9	102
C[C@@H](CN1C2=NC[C@H](Cc3ccc(O)cc3)N2C[C@H]1Cc1ccc(O)cc1)NC(=O)CCC1CCCCC1	12	141*	-46	0.5	0	27	-3	-3	105
O=C1COc2ccc(C(=O)CSc3nnc(Cc4cccs4)n3-c3ccccc3)cc2N1	-18	100	3	-1.9	-9	4	-33	0	101
Cc1noc(C)c1CSc1nnc2ccccn12	2	99	-12	0.3	41	-1	-1	-3	101
COC(=O)c1cn(NC(=O)c2ccccc2[N+](=O)[O-])c(=O)c2ccccc12	8	96	2	-0.9	11	0	-4	3	99
CCc1ccc(NC(=O)Cn2c(=O)n(CCC(=O)NC3CCN(Cc4ccccc4)CC3)c(=O)c3ccccc32)cc1	-2	115	-12	0.5	19	9	-5	2	93
CC1=C(C)/C(=N\OC(=O)/C=C/c2ccccc2)C=CC1=O	-3	97	8	-1.4	-9	2	-2	-4	102
O=P(OC1CCCCC1)(OC1CCCCC1)C(O)c1ccccc1 (centres undefined)	-35	98	6	1.7	3	0	-36	-5	99
O=C1CCCc2[nH]c3cccc(/C(=C/c4ccccc4)c4ccccc4)c3c21	-21	94	-12	-0.3	-5	-1	15	-9	103
COc1nc2ccccc2nc1N1CCN(c2ccc(F)cc2)CC1	-21	113	-2	-2.6	-11	7	-4	-12	109
CC(=O)c1ccccc1OCC(O)CN1CCN(C(c2ccccc2)c2ccccc2)CC1 (centres undefined)	11	110	-30	-1.8	9	11	-12	-2	100
C=CCn1cccc(C(=O)Nc2ccc(F)cc2)c1=O	-3	108	-4	0.0	-5	4	16	-10	103

Continuation:
smiles	DNA FID counter	MEKK2 WT-MEK5	HCV NS3 hel inh	CRFBP-R2 agonist	UBC9 SUMO inh	MEKK2mut PB1 HTS	CRFR2-BP antag	GalR3 antagonist	MEKK3 PB1 HTS
C/C=C/COC(=O)C1=C(C)NC(=O)NC1c1ccc2c(c1)OCO2 (centres undefined)	-12	103	1	-2.9	10	1	-9	-2	104
COc1cccc(Cl)c1NC(=O)N1CCc2c([nH]c3ccccc23)C1C(F)(F)F (centres undefined)	-14	106	-16	-0.9	-11	5	-8	4	103
COCC(=O)Nc1cc(C(=O)NCC(C)C)ccc1Cl	2	100	10	-0.4	3	-2	7	2	103
CCCC(O)(CCN1CCCCC1)c1ccc(OCC)cc1 (centres undefined)	5	106	0	-1.3	18	-1	-9	1	107
CC1Cc2ccccc2N1C(=O)c1cccnc1 (centres undefined)	0	97	11	-0.6	-13	2	5	-6	98
O=C(N/N=C/C(Br)=C/c1ccccc1)c1cnccn1	-5	103	-1	-0.3	22	-1	1	-6	104
Cc1nc2ccc(-c3ccccc3)cc2o1	0	99	2	-0.9	18	-3	-5	-3	96
CN1CCN(CC(=O)c2ccccc2F)CC1	10	99	2	0.3	0	9	10	-8	98
CCCC[n+]1ccn(C2=C([O-])c3ccccc3C(=O)/C2=N\S(=O)(=O)c2ccc(Cl)cc2)c1	-7	92	10	-3.5	10	-4	-5	-1	89
Cc1ccc(/C=N/NC(=O)Cn2cnc3c2c(=O)n(C)c(=O)n3C)s1	-9	96	1	-1.1	11	-2	15	-4	94
CCOC(=O)c1ccsc1NC(=O)c1ccco1	-14	104	1	2.0	-9	3	-5	1	103
Cc1ccc2cc(/C=C3\N=C(c4ccccc4)OC3=O)c(N3CCOCC3)nc2c1	-31	28*[inhibitor]	23	13	16	-11	-12	-2	75*[inhibitor]

Following part
smiles	DNA FID counter	MEKK2 WT-MEK5	HCV NS3 hel inh	CRFBP-R2 agonist	UBC9 SUMO inh	MEKK2mut PB1 HTS	CRFR2-BP antag	GalR3 antagonist	MEKK3 PB1 HTS
O=C(NC1CCCC1)C(c1cccs1)N(Cc1ccco1)C(=O)c1csnn1 (centres undefined)	-10	90	4	-0.5	20	0	-4	-1	100
CCc1cc(-c2n[nH]c(C)c2-c2nc3ccccc3n2C)c(O)cc1O	-19	97	0	-0.7	4	-6	-30	-3	87
O=C(NCc1ccccc1Cl)c1cc2ccccc2oc1=O	-4	103	8	-0.8	7	3	2	-10	104
Cc1cccc(OCC(=O)Nc2ccc(C(=O)NCC(C)C)cc2)c1	-16	98	-4	-0.6	-11	2	2	4	99
Cc1cc(/C=C2\SC(=O)N(CC(=O)Nc3ccccc3F)C2=O)c(C)n1C	1	97	15	-2.0	22	4	1	-2	103
CCC(C)[C@H](NS(=O)(=O)c1ccc(C)cc1)C(=O)N1CCC(C(=O)N2CCC(C(N)=O)CC2)CC1 (some centres undefined)	-23	98	13	5.3	3	2	1	-1	98
COc1ccc(N2CC(O)=C(c3nc4ccccc4s3)C2=N)cc1	-12	99	0	-2.9	11	1	18	-1	98
CC(Oc1ccc(Cl)cc1)C(=O)/C=C/N(C)C (centres undefined)	-8	96	12	-2.1	7	-3	-1	-5	100
O=C(O)c1cc(-c2ccc(Br)s2)nc2ccccc12	-19	107	19	-2.1	-28	1	19	-3	107
CCn1c(CNC(=O)c2ccccc2F)nnc1SCCOc1ccccc1	-27	101	0	2.5	-2	-1	3	-6	100
CC(C)(C)c1ccc(/C=C/C(=O)NCCCN2CCOCC2)cc1	7	114	-27	-0.2	-2	4	2	-1	100
CC(NC(=O)CN(C)CC(=O)Nc1ccc(F)c(F)c1F)c1ccccc1 (centres undefined)	-7	97	5	-0.9	-14	-2	2	-6	89

Carrying on.
smiles	DNA FID counter	MEKK2 WT-MEK5	HCV NS3 hel inh	CRFBP-R2 agonist	UBC9 SUMO inh	MEKK2mut PB1 HTS	CRFR2-BP antag	GalR3 antagonist	MEKK3 PB1 HTS
COc1ccccc1C1=NOC(Cn2c(=O)c3c(ncn3C)n(C)c2=O)C1 (centres undefined)	-8	99	2	-0.6	12	0	-7	1	100
CCOC(=O)c1[nH]c2ccccc2c1NC(=O)c1ccc(S(=O)(=O)N2CCOCC2)cc1	-22	97	-3	-2.3	2	-3	-12	4	110
Cc1c(Cl)cnc(NC(=O)COC(=O)c2ccc(S(=O)(=O)NCc3ccco3)cc2)c1Cl	-3	112	16	4.2	8	5	7	-5	98
CCc1nc2ccccc2n(CCOCCn2c(=O)c(CC)nc3ccccc32)c1=O	/	/	/	-2.0	-13	/	15	-6	/
Cc1cccn2c(=O)c3cc(C#N)c(=NC(=O)c4cccs4)n(CC(C)C)c3nc12	-5	111	10	19	12	18	-7	-1	123
CC(Oc1ccccc1)C(=O)N=C1SC2CS(=O)(=O)CC2N1Cc1ccc(F)cc1 (centres undefined)	-40	99	-1	0.3	-5	0	11	1	103
COc1cc(OC)c(C(=O)COc2ncnc3ccccc23)c(OC)c1	-6	104	-10	-1.6	0	7	1	4	104
CCC(C(=O)NCc1ccc(C)cc1)c1ccccc1 (centres undefined)	-10	106	6	-0.5	-10	4	3	-11	103

14 of these compounds, reformatted.
Order of results: DNA FID counter | MEKK2 WT-MEK5 | HCV NS3 hel inh | CRFBP-R2 agonist | UBC9 SUMO inh | MEKK2mut PB1 HTS | CRFR2-BP antag | GalR3 antagonist | MEKK3 PB1 HTS
COc1ccc(N2CC(O)=C(c3nc4ccccc4s3)C2=N)cc1
    -12 | 99 | 0 | -2.9 | 11 | 1 | 18 | -1 | 98
CC(Oc1ccc(Cl)cc1)C(=O)/C=C/N(C)C (centres undefined)
    -8 | 96 | 12 | -2.1 | 7 | -3 | -1 | -5 | 100
O=C(O)c1cc(-c2ccc(Br)s2)nc2ccccc12
    -19 | 107 | 19 | -2.1 | -28 | 1 | 19 | -3 | 107
CCn1c(CNC(=O)c2ccccc2F)nnc1SCCOc1ccccc1
    -27 | 101 | 0 | 2.5 | -2 | -1 | 3 | -6 | 100
CC(C)(C)c1ccc(/C=C/C(=O)NCCCN2CCOCC2)cc1
    7 | 114 | -27 | -0.2 | -2 | 4 | 2 | -1 | 100
CC(NC(=O)CN(C)CC(=O)Nc1ccc(F)c(F)c1F)c1ccccc1 (centres undefined)
    -7 | 97 | 5 | -0.9 | -14 | -2 | 2 | -6 | 89
COc1ccccc1C1=NOC(Cn2c(=O)c3c(ncn3C)n(C)c2=O)C1 (centres undefined)
    -8 | 99 | 2 | -0.6 | 12 | 0 | -7 | 1 | 100
CCOC(=O)c1[nH]c2ccccc2c1NC(=O)c1ccc(S(=O)(=O)N2CCOCC2)cc1
    -22 | 97 | -3 | -2.3 | 2 | -3 | -12 | 4 | 110
Cc1c(Cl)cnc(NC(=O)COC(=O)c2ccc(S(=O)(=O)NCc3ccco3)cc2)c1Cl
    -3 | 112 | 16 | 4.2 | 8 | 5 | 7 | -5 | 98
CCc1nc2ccccc2n(CCOCCn2c(=O)c(CC)nc3ccccc32)c1=O
    / | / | / | -2.0 | -13 | / | 15 | -6 | /
Cc1cccn2c(=O)c3cc(C#N)c(=NC(=O)c4cccs4)n(CC(C)C)c3nc12
    -5 | 111 | 10 | 19 | 12 | 18 | -7 | -1 | 123
CC(Oc1ccccc1)C(=O)N=C1SC2CS(=O)(=O)CC2N1Cc1ccc(F)cc1 (centres undefined)
    -40 | 99 | -1 | 0.3 | -5 | 0 | 11 | 1 | 103
COc1cc(OC)c(C(=O)COc2ncnc3ccccc23)c(OC)c1
    -6 | 104 | -10 | -1.6 | 0 | 7 | 1 | 4 | 104
CCC(C(=O)NCc1ccc(C)cc1)c1ccccc1 (centres undefined)
    -10 | 106 | 6 | -0.5 | -10 | 4 | 3 | -11 | 103
